PPC-1+TRAIL kill – compounds killing PPC-1 cancer cells with TRAIL present, primary screen, TRAIL potentiator project, ATPLite luminescence, uHTS; PPC-1 cells + TRAIL, ATPLite viability luminescence; 220,000 tested, 0.41% active; cell killing (% activity), % at 4 µM; AID 1443, 2008;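 active = cell killing above 50% in the first pass at 4 µM, then a duplicate retest at 5 µM averaging 50% or more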;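 also: plate controls were cells with TRAIL plus DMSO for no effect and medium-only wells lacking cells for full effect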
CHOP inhibitor – inhibitors of CHOP promoter induction, primary screen, cell-based, unfolded protein response, luciferase reporter; 220,000 tested, 3.8% active; AID 2732, 2010; inhibition, % at 10 µM; CHO-K1 CHOP-promoter luciferase, tunicamycin-induced, 15-18 h;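 active = compounds that reduced the stress-induced luciferase reporter signal by more than about 70% of percent inhibition, limit read from the data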;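 also: 0% = tunicamycin plus vehicle and 100% = wells without tunicamycin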
TNF death inh – inhibitors of TNF-alpha triggered necroptosis, primary screen, cell-based, Jurkat FADD-/-, single concentration. AID 463075, 2010. Jurkat FADD-/- TNF necroptosis rescue, ATP luminescence, 24 h; 0 = TNF only, 100 = no-TNF cells. activation (protection from cell death), % at 10 µM. 220,000 tested, 0.068% active;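 active = activation, meaning protection from cell death, of at least 50% relative to plate controls; inactive = activation below 50%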;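 also: necroptosis triggered by 40 ng/mL TNF-alpha added together with compound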
BaF3 tox – parental Ba/F3 cell viability inhibition, counter-screen for JAK2V617F inhibitor project, murine pro-B, CellTiter-Glo luminescence; CellTiter-Glo ATP luminescence; inhibition, % at 5.6 µM; 220,000 tested, 1.1% active;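 active = inhibition above a per-campaign cutoff, the mean inhibition of all tested compounds plus 3 SD, cut at about 27% in these data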;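 also: 0% = DMSO wells and 100% = JAK Inhibitor I control wells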
zfTRPN1 agonist – zebrafish TRPN1 channel agonists, primary screen, cell-based, HEK293, calcium fluorescence; HEK293 zebrafish TRPN1-YFP, Fluo-8 calcium fluorescence; 100% = response to 87 µM carbachol; activation, % at 3 µM; 220,000 tested, 0.18% active;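 active = activation above its plate's cutoff, the mean activation of test wells on that plate plus 3 SD, cut at about 19% in these data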;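 also: 0% = DMSO alone and 100% = 87 µM carbachol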
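Control set: carbachol 87 µM as high control, DMSO as low control; system: HEK293 stable line with zebrafish TRPN1-YFP; read-out: % activation versus carbachol response; detection: intracellular calcium fluorescence with Fluo-8; doses: single test compound dose, 3 µM nominal, 0.3% DMSO; schedule: dye 1 h 37 °C plus 30 min RT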
TRPML3 ag – human TRPML3 channel agonists, primary screen, cell-based, HEK293 TRPML3-YFP, Fluo-8 calcium fluorescence, 3 µM; Mucolipin-3 (Homo sapiens), Q8TDD5; activation, % at 3 µM; 100% = the carbachol control signal; 220,000 tested, 0.29% active;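 active = activation above its plate's cutoff, the mean activation of the plate's test wells plus 3 SD, cut at about 12% in these data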;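 also: 0% = DMSO only wells and 100% = carbachol wells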
Target sequence (Q8TDD5 whole entry, looked up): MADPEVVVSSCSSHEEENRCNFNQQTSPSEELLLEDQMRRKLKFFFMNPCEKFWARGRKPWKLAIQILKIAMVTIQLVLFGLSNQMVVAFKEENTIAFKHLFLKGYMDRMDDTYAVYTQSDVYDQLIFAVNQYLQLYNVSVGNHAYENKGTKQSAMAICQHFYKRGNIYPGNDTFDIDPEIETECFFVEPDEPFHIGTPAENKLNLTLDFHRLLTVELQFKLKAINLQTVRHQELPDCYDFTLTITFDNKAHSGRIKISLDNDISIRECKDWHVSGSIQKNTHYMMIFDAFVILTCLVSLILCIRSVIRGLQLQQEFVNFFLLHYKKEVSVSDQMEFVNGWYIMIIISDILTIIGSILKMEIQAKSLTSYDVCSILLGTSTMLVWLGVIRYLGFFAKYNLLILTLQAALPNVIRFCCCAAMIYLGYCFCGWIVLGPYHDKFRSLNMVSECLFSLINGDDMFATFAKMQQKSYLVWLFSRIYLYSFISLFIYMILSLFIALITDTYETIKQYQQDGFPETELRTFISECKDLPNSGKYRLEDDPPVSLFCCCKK
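system = HEK293 cells stably carrying human TRPML3-YFP | doses = one concentration, 3 µM nominal, 0.3% DMSO | timing = dye loading 1 h 37 °C then 30 min ambient, 125 s read | detection = Fluo-8 calcium dye fluorescence, ex 470-495, em 515-575 nm | benchmarks = high control carbachol 87 µM, low control DMSO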
RBBP9 inh – human RBBP9 inhibitors, primary screen, biochemical, fluorescence polarization, FP-Rh probe, HTS | Serine hydrolase RBBP9 (Homo sapiens), O75884 | recombinant RBBP9 | inhibition, % at 7.94 µM | 220,000 tested, 0.2% active | AID 1515, 2009;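 active = inhibition above the campaign mean of all tested compounds plus 3 SD, cut at about 14% in these data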;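 also: plate controls were DMSO wells with RBBP9 for no effect and wells lacking RBBP9 protein for full effect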
Target sequence (O75884 whole entry, looked up): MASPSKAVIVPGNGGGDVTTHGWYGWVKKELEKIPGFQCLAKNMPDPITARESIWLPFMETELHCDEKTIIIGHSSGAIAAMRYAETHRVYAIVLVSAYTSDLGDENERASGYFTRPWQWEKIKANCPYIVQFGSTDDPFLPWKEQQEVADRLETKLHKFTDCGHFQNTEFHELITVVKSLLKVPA
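Test system – recombinant human RBBP9 · Input – RBBP9 2.5 µM in dispensing solution, pre-mixing · Medium – Tris buffer pH 8.0, NaCl, Pluronic · Schedule – preincubation 30 min plus labeling 45 min at 25 °C · Measured by – fluorescence polarization · Measure – % inhibition · Controls – DMSO and no-protein wells · Replicates – one well per compound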
Ba/F3 V617F tox – reduced viability of JAK2V617F-dependent Ba/F3 cells, primary screen, JAK2V617F inhibitor project, cell-based, Ba/F3 EpoR-JAK2V617F, luminescence; ATP luminescence; AID 1446, 2008; 220,000 tested, 1.1% active; inhibition, % at 5.6 µM;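 active = inhibition above the campaign mean plus 3 SD over all tested compounds, cut at about 24% in these data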;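 also: cytokine-independent growth of Ba/F3 cells driven by EpoR plus mutant JAK2; 0% = DMSO-treated cells and 100% = JAK inhibitor I control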
Wee1 degr inh – Wee1 degradation inhibitors, primary screen, cell-based, HeLa, Wee1K328M-luciferase, luminescence; HeLa Luc-Wee1K328M stability; 100% = proteasome inhibitor MG132 effect; Wee1-like protein kinase (Homo sapiens), P30291; AID 1321, 2008; reporter increase, % at 5 µM; 220,000 tested, 1.2% active;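 active = activation above the mean of all tested compounds plus 3 SD, set per screening run, cut at about 8.8% in these data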;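 also: cells exposed to compound for 20 h before luminescence read; 0% = DMSO alone and 100% = MG132 at 30 µM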
Active calls of the source: *; nt = not tested or not shown; [ ] = dose if it differs, or a comment. This is a random part of the collection; about 6.8% have a hit in one of these screens.

SMILES	PPC-1+TRAIL kill	CHOP inhibitor	TNF death inh	BaF3 tox	zfTRPN1 agonist	TRPML3 ag	RBBP9 inh	Ba/F3 V617F tox	Wee1 degr inh
CCN(CC)CCCN1CC(O)=C(c2nc3ccccc3s2)C1=N	9	-27	4.6	5	0.6	0.1	-2	3	-1
CCOC(=O)N1CCN(C(=O)c2ccc3c(SCC(=O)O)c4c(nc3c2)CCCC4)CC1	28	42	-0.1	4	1.2	-0.2	-5	-2	0
COC(=O)c1cccc(NC(=O)c2ccco2)c1	20	17	-2.6	0	-0.2	0.3	-7	-4	2
O=C(CCC1CC(=O)Nc2ccccc21)NCc1ccccc1 (centres undefined)	2	-2	0.3	1	0.3	0.8	3	-2	1
CC1=N/C(=C/c2ccc([N+](=O)[O-])cc2)C(=O)N1c1ccc(Cl)cc1Cl	0	24	-2.1	0	-0.6	0.5	1	-4	0
O=C(Nc1ccc2c(c1)OCO2)C1CCCCN1S(=O)(=O)c1ccccc1 (centres undefined)	11	35	-0.4	0	-0.7	-0.1	7	-3	3
COc1ccc(S(=O)(=O)N2CCC(C(=O)Nc3ccc(F)cc3)CC2)c2cccnc12	0	0	2.5	6	1.0	1.2	3	2	-2
CCCCc1cc(O)c(CCCC)c(O)c1	-8	6	-9.3	12	52*	36*	-6	0	4
C=CCn1c(N)cc(=O)nc1SCC(=O)Nc1cccc2ccccc12	29	3	0.3	-3	-1.0	-0.5	-7	-4	-2
Cc1ccc(NC(=O)C(OC(=O)c2ccc(F)cc2)c2ccccc2)cc1Cl (centres undefined)	12	73*	9.3	7	1.1	1.6	-27	1	1
COc1nc(Nc2cccc(C(F)(F)F)c2)nc(OC)n1	12	16	0.3	4	-0.3	0.5	-1	5	-1
COc1ccc(OC)c(-c2cc(C(=O)Nc3c(C)nn(Cc4ccccc4Cl)c3C)no2)c1	1	42	-4.7	4	-1.1	0.6	1	0	-3
COc1ccc(Cl)cc1S(=O)(=O)n1ccnc1C(C)C	8	18	-1.1	6	0.1	0.0	-1	-4	4
COc1ccc(CC(=O)NC(C)c2nnc(SCc3nc4ccccc4c(=O)[nH]3)n2C)cc1 (centres undefined)	25	9	-0.8	5	0.4	-0.8	-7	2	3
CN(Cc1ccccc1)S(=O)(=O)c1ccc2[nH]cc(C(=O)NCC3CCCO3)c(=O)c2c1 (centres undefined)	nt	-20	-0.2	4	1.4	0.6	-5	2	-1
CS(=O)(=O)N1CCN(c2ncnc3c2cnn3-c2ccccc2)CC1	1	-12	0.4	2	1.9	1.1	-3	0	-2
O=C(CC(CC(=O)c1ccc(Br)cc1)c1cccnc1)c1ccc(Br)cc1	28	25	1.8	0	2.1	0.9	-3	-2	-4
O=C(Nc1nccs1)c1ccccn1	-10	-34	0.9	4	1.1	-0.7	-13	4	1
COc1ccc(CC(=O)Nc2cccc(C(=O)Nc3ccccc3C(=O)O)c2)cc1OC	12	2	1.6	3	0.1	0.4	-8	1	1
CCOC(=O)c1c(-c2ccc(C)cc2)csc1NC(=O)CCN1CC(C)OC(C)C1 (centres undefined)	18	51	-2.0	13	0.5	-0.9	-3	5	1
c1ccc(CC2CNc3ccccc3CN2)cc1 (centres undefined)	-3	27	0.5	-2	-0.7	0.4	7	-1	-3
CCOC(=O)Cc1nn(C(C)C)c(=O)c2ccccc12	17	4	0.1	3	-1.6	0.2	-11	-3	0
O=C(N/N=C/c1c(Cl)[nH]c2ccccc12)c1ccc2c(c1)OCCO2	65*[5 µM]	-22	-6.9	1	0.9	0.1	-10	-3	0
S=C(Nc1ccccc1)Nc1ccc(Br)cn1	1	37	0.0	5	1.3	0.8	-5	0	-3
Cc1ccc(C(=O)N/N=C(\CC(C)C)c2ccccc2)cc1	19	43	0.8	5	-0.3	0.4	-4	1	5
Cc1ccc(C(=O)NNC(=O)CSc2n[nH]c(-c3cccnc3)n2)cc1	10	17	1.3	3	-1.1	1.1	-7	-1	-2
Cc1cc(C(=O)N/N=C/c2ccccn2)n[nH]1	14	-5	5.3	3	-0.2	0.0	-8	-1	-2
CC(=O)/C=C(\C)Nc1ccccc1O	11	9	12	0	-0.2	0.9	-10	-1	2
Cc1ccc(NC(=O)c2c(C)noc2-c2snnc2C)cc1	13	5	-5.0	2	1.3	-0.2	-7	-2	-3
O=C(OCc1cc2ccccc2[nH]c1=O)c1ccco1	23	10	-1.2	2	-0.1	-0.1	-11	1	-3
CSc1nc2nccc(-c3ccc(Cl)cc3)n2n1	26	63	-0.1	-3	-2.1	0.3	11	-4	-2
O=C(Nc1ccc(NC(=O)C2CCCCC2)nc1)c1ccco1	14	-5	0.1	5	2.5	0.6	1	0	1
Cc1cc(C)n(-c2nc(-c3cccc(Cl)c3)cs2)n1	14	-24	1.2	0	0.5	0.4	5	0	-2
COc1cccc(C(c2c(C)[nH]n(-c3ccccc3)c2=O)c2c(C)[nH]n(-c3ccccc3)c2=O)c1OC	0	33	0.5	7	1.5	0.3	1	0	1
COC(=O)CSc1ncnc2scc(-c3ccccc3)c12	-2	5	-3.5	0	-2.5	-0.8	-5	2	-1
O=C(O)C1CC=CCC1C(=O)N1CC=C(c2ccccc2)CC1 (centres undefined)	-3	34	0.3	1	0.3	1.0	-5	1	1
CCOC(=O)CN1C2=NCCN2c2ccccc21	-12	4	0.4	0	0.3	0.3	-2	-1	-4
CN(c1cccc(NC(=O)CN(c2cccc(Cl)c2)S(=O)(=O)c2ccccc2)c1)S(C)(=O)=O	20	1	-0.6	15	-1.0	-0.4	-4	4	1
Cc1ccc(-n2[nH]c(C)c(/C=N/NC(=O)c3ccc([N+](=O)[O-])cc3)c2=O)c(C)c1	12	57	-1.4	2	-1.0	0.6	4	-7	0
NC(=O)c1cccnc1Oc1ccc(Cl)cc1	23	8	4.1	2	-0.3	0.5	2	-4	-1

Filtered by structure: those above with a thiophene ring, fused or not
SMILES	PPC-1+TRAIL kill	CHOP inhibitor	TNF death inh	BaF3 tox	zfTRPN1 agonist	TRPML3 ag	RBBP9 inh	Ba/F3 V617F tox	Wee1 degr inh
CCOC(=O)c1c(-c2ccc(C)cc2)csc1NC(=O)CCN1CC(C)OC(C)C1 (centres undefined)	18	51	-2.0	13	0.5	-0.9	-3	5	1
COC(=O)CSc1ncnc2scc(-c3ccccc3)c12	-2	5	-3.5	0	-2.5	-0.8	-5	2	-1

(cont.)
SMILES	PPC-1+TRAIL kill	CHOP inhibitor	TNF death inh	BaF3 tox	zfTRPN1 agonist	TRPML3 ag	RBBP9 inh	Ba/F3 V617F tox	Wee1 degr inh
COCCNC(=O)CN(C(=O)CCC(=O)Nc1cc(C)on1)c1cccc(C)c1C	8	20	-0.7	5	2.1	0.1	0	3	2
CC(C)OP(=O)(OC(C)C)C(Nc1ccccc1)c1cccc2c1OCO2 (centres undefined)	1	8	-3.2	2	-0.4	-0.2	-7	-3	-2
Cc1ccc(OCc2ccc(C(=O)Nc3nccs3)o2)cc1	30	2	-10	1	-0.7	0.6	-1	5	-1
CCCc1cc(=O)[nH]c(=S)[nH]1	31	9	-0.2	7	1.5	0.7	-7	11	2
CN(C)c1ccc(N=Nc2ccc(S(=O)(=O)O)cc2)c2ccccc12	9	31	0.6	6	-1.1	0.7	1	2	1
C=C(C)COc1ccc(-c2nc(N)ncc2-c2ccc(OC)cc2)c(O)c1	19	103*	-1.5	3	-0.9	-0.6	9	-6	-1
Cc1cc(C(=O)N[C@H](c2ccccc2)[C@@]2(C)C[C@@H]2[C@@H](C)C(=O)Nc2ccc3ccccc3c2)no1	3	61	1.6	3	-0.8	-1.3	-13	-2	-2
C=CCC(C#Cc1ccc(C)cc1)N(CC)CC (centres undefined)	-32	50	-0.2	2	-0.7	0.8	5	0	1
COCc1nc2ccccc2n1CCCOc1ccccc1	23	52	-1.0	1	-0.6	-0.9	3	-3	-1
CCN(CC)CCCn1c(=S)[nH]c2cc(OC)c(OC)cc2c1=O	8	-10	-0.5	10	-0.5	0.6	-2	3	0
O=C1CN(C(=O)COc2ccc(Br)cc2)c2ccccc2N1	-2	2	2.7	-2	0.1	0.6	-6	-2	-4
CCOC(=O)CC1=CC(C)(CC(=O)OCC)C(C#N)(C#N)C(N)=C1C#N (centres undefined)	-3	45	-0.2	6	1.3	0.2	2	1	0
Cc1ccc(C)c2c1cc(C)c1nnc(SCc3ccccn3)n12	18	14	-3.2	-2	2.2	-0.5	-5	-5	-2
Cc1nn2c(=O)cc(COC(=O)c3ccc(S(=O)(=O)N4CCCCC4)cc3)nc2s1	-16	8	-0.2	4	0.5	0.9	-1	-2	2
O=C(COC(=O)COc1ccccc1Cl)Nc1ccccc1OC(F)F	-10	4	-0.9	1	0.2	-0.3	-8	1	4
CC1(C)Cc2cccc(OCC(=O)N3CCN(c4ccccc4)CC3)c2O1	25	15	0.7	1	1.0	0.1	-1	3	-3
CCOC(=O)CCc1c(C)c(C#N)c2nc3ccccc3n2c1-n1cnc2ccccc21	-11	-5	-2.0	2	4.7	0.3	-4	-1	-3
CCCn1c(CCC(=O)O)nc2cc(S(N)(=O)=O)ccc21	-9	17	2.4	-5	0.3	-0.3	4	1	-1
CCOc1nc(-c2ccc(OC)cc2)ccc1-c1noc(-c2cc(OC)c(OC)c(OC)c2)n1	26	26	-3.1	1	0.2	1.0	-5	-2	1
Cc1cccc(NC(=S)N(c2ccccc2)C(C)C)c1C	23	26	0.5	8	1.7	0.2	-3	-1	1
CC1(C)CC(=O)C=C(NCCN2CCN(C(=S)Nc3ccccc3)CC2)C1	12	3	4.2	1	-0.2	0.9	0	-9	0
NS(=O)(=O)c1ccc(O)c(NC(=O)c2ccc([N+](=O)[O-])cc2)c1	4	3	-0.9	4	0.1	0.4	-4	2	-2
Cc1cc(C)nc(NN2C(=O)/C(=C/c3ccc(O)cc3)SC2=S)n1	-15	12	-3.5	-2	8.5	6.4	-20	-3	-3
Cc1ccc(Nc2nc3c(c(=O)[nH]2)CCCC3)cc1	26	-4	0.6	1	0.0	0.6	-9	1	3
COc1cc(NC(=O)Cn2ncc(Cl)c(Cl)c2=O)c(C)cc1[N+](=O)[O-]	19	109*	-15	73*	-1.0	0.1	-6	74*	-1
